MrgX1 antagonist = human MrgX1 receptor antagonism, primary screen; B-score at 10 µM; actives 1.3% (n = 310,000); MRGX1-HEK293 calcium flux, Fluo-4, BAM8-22 antagonism; hits give low values; Q96LB2;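 active means calcium-response B-score plate-corrected more than 3 library SD below zero, starting fluorescence within 5 deviations, no agonist response on first addition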;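 further: peak minus trough fluorescence over baseline after final BAM8-22 challenge near maximal dose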
RGS4 pot = potentiators or activators of RGS4 | HEK293 M3R/inducible RGS4, carbachol calcium flux Fluo4; hits give low values | B-score at 10 µM | actives 0.92% (n = 310,000) | AID 463111;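 active means B-score of the integrated calcium signal more than 4 SD below the library mean, with starting fluorescence not abnormally high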;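 further: negative B-score means reduced calcium response which marks RGS4 activation or potentiation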
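Assay system: HEK293 FlpIn-TREx cells, stable M3R, doxycycline-inducible RGS4 / Probe or stimulus: carbachol, ECmax concentration / Times: overnight RGS4 induction, 30 min dye load 37 °C, 20 min compound RT / Signal: kinetic calcium fluorescence imaging with Fluo4-AM dye, 2 µM / Measure: Agonist-evoked peak-minus-minimum fluorescence over baseline, integrated ratio, B score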
MrgX1 allo act = human MrgX1 positive allosteric modulation, primary screen; MrgX1-HEK293, Fluo-4 calcium flux, FDSS; hits give high values; B-score at 10 µM; actives 0.63% (n = 310,000); AID 588675;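 active means plate-corrected calcium response at least 3 library SD above typical, normal starting fluorescence, not activating the receptor alone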;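 further: compound read alongside a low EC10 to EC30 dose of BAM8-22 agonist; peak minus trough fluorescence over baseline measured at the second addition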
MrgX1 agonist = human MrgX1 receptor agonism, primary screen. Q96LB2. MrgX1-HEK293 cells, Fluo-4 calcium fluorescence, agonist mode; hits give high values. B-score at 10 µM. actives 0.44% (n = 310,000). AID 588627;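 active means calcium response B-score plate-corrected fluorescence ratio at least 3 library SD, with starting fluorescence B-score inside 5 SD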
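Material: MrgX1-expressing HEK293 cells; input: 15,000 cells per well; doses: test compound given as first of three sequential additions; schedule: overnight plating before 1 h dye loading; technique: Fluo-4 NW calcium-flux fluorescence, kinetic read; evaluation: baseline-normalised fluorescence change ratio, B-scored; control set: plate-wise positive and negative controls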
RGS4 inh = inhibitors of human RGS4; P49798; HEK293 M3R/RGS4 inducible, Fluo-4 calcium flux; hits give high values; triggered by carbachol at its EC20; B-score at 10 µM; actives 0.45% (n = 310,000); AID 463165;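 active means B-score, a plate-corrected calcium signal, over three deviations above library mean, with baseline fluorescence within five deviations of library mean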;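 further: RGS4 expression induced by doxycycline in cells with stable M3 receptor; B-score is computed from the integrated fluorescence ratio over baseline after carbachol; higher B-score means a larger calcium signal and so more RGS4 inhibition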
SKKanGAS inh = blocks kanamycin growth of S. pyogenes SKKanGAS strain; BacTiter-Glo, 6 h; inhibition, % at 7.5 µM; actives 1.3% (n = 300,000);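 active means mean replicate score, as percent of positive control median, at least 50; inconclusive means mean below 50 but one replicate at or above 50; inactive means mean and every replicate below 50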;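 further: strain carries kanamycin resistance gene driven by streptokinase promoter and grows in 40 µg/ml kanamycin; loss of luminescence reflects streptokinase promoter inhibition or plain growth inhibition; 0% = median of DMSO wells and 100% = positive control at its reference dose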
TMEM16A act = activators or potentiators of mouse TMEM16A chloride channel. Q8BHY3. HEK293 TMEM16A/YFP-H148Q/I152L, iodide quench fluorescence; hits give low values. B-score at 10 µM. actives 0.3% (n = 340,000);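 active means fluorescence-ratio B-score plate-corrected deviation score at least 3 library SD below zero, with starting fluorescence score within 5 deviations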;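 further: channel opened by trigger with iodide after compound preincubation; score built on the fluorescence ratio of max minus min over baseline; more negative score means more quench and so TMEM16A activation or potentiation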
Target sequence (Q8BHY3 whole entry, looked up): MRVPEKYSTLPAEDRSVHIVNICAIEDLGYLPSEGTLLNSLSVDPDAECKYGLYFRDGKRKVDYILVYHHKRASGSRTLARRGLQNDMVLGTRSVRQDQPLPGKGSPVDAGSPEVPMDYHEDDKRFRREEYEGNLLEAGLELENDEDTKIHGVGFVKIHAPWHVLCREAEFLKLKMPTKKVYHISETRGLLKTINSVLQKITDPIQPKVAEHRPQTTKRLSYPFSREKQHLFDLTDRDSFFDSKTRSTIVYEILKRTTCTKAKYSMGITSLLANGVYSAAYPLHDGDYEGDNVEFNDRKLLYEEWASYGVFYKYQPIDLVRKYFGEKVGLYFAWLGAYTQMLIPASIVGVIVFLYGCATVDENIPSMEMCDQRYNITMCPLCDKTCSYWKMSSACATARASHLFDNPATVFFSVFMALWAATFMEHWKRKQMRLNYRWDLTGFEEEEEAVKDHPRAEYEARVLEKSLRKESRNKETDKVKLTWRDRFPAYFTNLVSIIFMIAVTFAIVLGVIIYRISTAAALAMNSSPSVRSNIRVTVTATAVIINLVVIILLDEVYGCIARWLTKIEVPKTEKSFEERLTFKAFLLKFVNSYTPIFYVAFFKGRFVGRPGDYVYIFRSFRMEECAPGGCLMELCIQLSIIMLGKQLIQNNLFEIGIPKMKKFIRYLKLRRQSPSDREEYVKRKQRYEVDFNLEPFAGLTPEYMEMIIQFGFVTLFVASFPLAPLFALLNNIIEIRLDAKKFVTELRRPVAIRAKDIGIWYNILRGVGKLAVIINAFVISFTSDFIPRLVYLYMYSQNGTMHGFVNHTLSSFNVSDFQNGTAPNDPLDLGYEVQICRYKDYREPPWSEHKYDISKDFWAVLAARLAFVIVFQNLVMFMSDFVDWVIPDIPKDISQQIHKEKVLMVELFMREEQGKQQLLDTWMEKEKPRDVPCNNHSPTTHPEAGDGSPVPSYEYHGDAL
HDAC3 inhib = human HDAC3 inhibition | actives 0.15% (n = 320,000) | inhibition, % at 8.3 µM | O15379 | recombinant HDAC3, fluorogenic peptide/trypsin coupled, fluorescence; in the data active means inhibition above about 26%, passing the limit was not always enough; inconclusive means no clear call, values can overlap the other calls
TRPC6 act = mouse TRPC6 channel activation | Q61143 | HEK293-TRPC6 membrane potential dye fluorescence; hits give high values | B-score at 10 µM | actives 0.13% (n = 310,000) | AID 2550;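 active means B-score of the integrated fluorescence ratio above library mean plus 3 SD, and starting fluorescence ratio within library mean plus 5 SD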;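 further: higher score means more depolarization so channel activation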
ANO1 block = mouse TMEM16A channel inhibition, primary screen | AID 588511 | actives 1.2% (n = 310,000) | HEK293 TMEM16A/YFP iodide influx fluorescence, ionomycin | normalized B-score (activity score, 25-100; higher = stronger inhibition) at 10 µM | Q8BHY3;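 active means ratio plate-corrected score three or more library SD toward inhibition, starting fluorescence score within five deviations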;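 further: score derived from kinetic fluorescence span divided by baseline fluorescence per well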
TRPC6 inhibitor = inhibitors of mouse TRPC6 channel; Q61143; actives 1.1% (n = 310,000); HEK293-TRPC6, membrane potential dye, ACh-evoked depolarization; hits give low values; B-score at 10 µM; AID 2553;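 active means B-score under library mean minus 3 SD, initial fluorescence not abnormally high, positive integrated signal ratio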;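 further: B-score derived from integrated fluorescence ratio over the kinetic read; more negative B-score means stronger inhibition of depolarization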
The depositor's hits bear a star; i = inactive; ? = inconclusive; . = not tested or not shown.

SMILES	MrgX1 antagonist	RGS4 pot	MrgX1 allo act	MrgX1 agonist	RGS4 inh	SKKanGAS inh	TMEM16A act	HDAC3 inhib	TRPC6 act	ANO1 block	TRPC6 inhibitor
CN(CCS(=O)(=O)c1ccc(Cl)cc1)Cc1cccnc1	i	i	i	i	i	1	i	0	i	i	i
CCN(C(=O)CSc1nnc(-c2cccs2)n1N)c1c(N)n(Cc2ccccc2)c(=O)[nH]c1=O	i	i	i	i	i	3	i	-11	i	i	i
O=C1c2ccccc2S(=O)(=O)N1CC(O)Cn1ccc2ccccc21 (stereo not drawn)	i	i	i	i	i	1	i	10	i	i	i
O=c1[nH]ncc(N/N=C/c2ccccc2)c1Cl	i	i	i	i	i	-6	i	.	i	i	i
COc1cc(OC)cc(C(=O)NCCNc2nc3cc(C)cc(C)c3cc2C#N)c1	i	i	i	i	i	15	i	-14	i	i	i
COC(=O)c1ccc(CNC(=O)c2cc3ccccc3oc2=O)cc1	i	i	i	i	i	-12	i	-7	i	i	i
O=C(NCc1nnc(SCc2ccccc2)n1-c1ccc(F)cc1)C12CC3CC(CC(C3)C1)C2	i	i	i	i	i	-14	i	-4	i	i	i
O=C1CC(SC(=NCc2ccc3c(c2)OCO3)Nc2ccccc2)C(=O)N1c1ccccc1 (stereo not drawn)	i	i	i	i	i	10	i	-1	i	i	i
COc1ccc(C(=O)N(Cc2ccccc2)c2ccc(C)cc2)cc1S(=O)(=O)N1CCOCC1	i	i	i	i	i	5	i	-2	i	i	i
COc1ccccc1CNC(=O)CCC(=O)N1CCOc2ccc(C)cc21	i	i	i	i	i	-5	i	-2	i	i	i
COc1ccc(CNC(=O)CN(c2ccccc2)S(=O)(=O)N(C)C)cc1	i	i	i	i	i	-4	i	-2	i	i	i
CCN(CC)S(=O)(=O)c1cccc(C(=O)N/N=C2\CCCC(=O)C2)c1	i	i	i	i	i	-4	i	8	i	i	i
COc1cc(C(c2nnnn2C2CCCC2)N2CCc3ccccc3C2)ccc1O (stereo not drawn)	i	i	i	i	i	2	i	-1	i	i	i
COc1ccc(CCNC(=S)Nc2ccc(C(C)C)cc2)cc1	i	i	i	i	i	-2	i	5	i	i	i
CCCC(=O)Nc1cc(C)cn(Cc2c(F)cccc2Cl)c1=O	i	i	i	i	i	2	i	0	i	i	i
CCCC(CCC)C(=O)NNc1cc(=O)c2c(=O)n(C)c(=O)n(C)c2[nH]1	i	i	i	i	i	1	i	3	i	i	i
Cc1[nH]c2ccc(-c3n[nH]c(=S)n3-c3ccccc3)cc2c1C	i	i	i	i	i	4	i	12	i	i	i
O=S(=O)(NCCCSc1ccccc1)c1ccccc1F	i	i	i	i	i	-4	i	0	i	i	i
CCOc1cc(C2NC(=O)NC(C)=C2C(C)=O)cc(Cl)c1OCC(=O)O (stereo not drawn)	i	i	i	i	i	3	i	0	i	i	i
C=CCn1c(SCC(=O)c2ccc(Br)cc2)nnc1C(C)NC(=O)Cc1ccc(OC)cc1 (stereo not drawn)	i	i	i	i	i	-3	i	-5	i	i	i
Cc1ccc2nc(N/N=C/c3ccccc3C#N)nc(-c3ccccc3)c2c1	i	i	i	i	i	23	i	2	i	i	i
O=C(CCN1C(=O)c2ccccc2C1=O)Nc1ccc(F)cc1F	i	i	i	i	i	-1	i	-3	i	i	i
COc1ccccc1/C=C/C(=O)NC(=S)N1CCN(C)CC1	i	i	i	i	i	.	i	7	i	i	i
COc1ccc(C2CC(c3cccs3)=NN2C(=O)CN2CCCCC2)cc1 (stereo not drawn)	i	i	i	i	i	-8	i	?	i	i	i
Cc1ccc(NS(=O)(=O)c2cc(Br)cnc2N)c(Cl)c1	i	-7*	i	i	i	-4	i	2	i	i	i
CC[C@@H]1[C@H]2CCCC(=O)N3CC[C@@H](C[C@@H]1OC(=O)NCc1ccccc1)[C@@H]23	i	i	i	i	i	-4	i	-11	i	i	i
O=C(Nc1nnc(-c2ccccc2Cl)s1)c1ccccc1F	i	i	i	i	i	-5	i	3	i	i	i
c1ccc(CCn2c(SCc3ccccc3)nnc2-c2ccncc2)cc1	i	i	i	i	i	-3	i	2	i	i	i
O=C(Cc1ccccc1)N/N=C/c1ccc2cccc(O)c2n1	i	i	i	i	i	-6	i	-6	i	i	i
COc1ccc(CNC(=O)C2CCC(CNS(=O)(=O)c3cccs3)CC2)cc1 (stereo not drawn)	i	i	i	i	i	-1	i	4	i	i	i
Cc1c(-c2ccccc2)oc2c(C(=O)OCC(=O)Nc3ccc(F)cc3)cccc2c1=O	i	i	i	i	i	-10	i	5	i	i	i
Cc1cc(=O)oc2cc(Oc3ncccc3[N+](=O)[O-])ccc12	i	i	i	i	i	-1	i	2	i	i	i
COc1ccc2c(c1)[nH]c1c(=O)n(/N=C/c3ccc(OC)c(CN4CCCC4)c3)cnc12	i	i	i	i	i	9	i	.	i	i	i
CCCS(=O)(=O)N1CCC(C(=O)NCCC(C)C)CC1	i	i	i	i	i	4	i	-11	i	i	i
Cn1cc(CNCc2cnc3ccccn23)c(-c2ccc(Oc3ccccc3)cc2)n1	i	i	i	i	i	-3	i	-6	i	i	i
CC1CCC2(CC1)NC(=O)N(CC(=O)Nc1cccc(S(=O)(=O)N3CCOCC3)c1)C2=O (stereo not drawn)	i	i	i	i	i	7	i	-8	i	i	i
CCOC(=O)C1C(=O)C=C(c2cccc(NS(C)(=O)=O)c2)CC1c1ccco1 (stereo not drawn)	i	i	i	i	i	4	i	3	i	i	i
Cc1cccc(C)c1NC(=O)C1C2C=CC(C2)C1C(=O)NCc1ccccn1 (stereo not drawn)	i	i	i	i	i	1	i	0	i	i	i
CS(=O)(=O)N(CC(=O)NC1CCCC1)Cc1ccc(Cl)cc1	i	i	i	i	i	1	i	.	i	i	i
COc1ccc(Br)cc1CNC(=O)CCN1C(=O)COc2ccccc21	i	i	i	i	i	4	i	2	i	i	i
CC(NC(=O)COC(=O)c1ccccc1Nc1ccccc1)c1ccccc1 (stereo not drawn)	i	i	i	i	i	-4	i	1	i	i	i
COn1c(C)c(C(C)=O)c2c3no[n+]([O-])c3ccc21	i	i	i	i	i	-11	i	-7	i	i	i
CN(C)Cc1c(C(=O)N/N=C/C2CC=CCC2)nnn1-c1nonc1N (stereo not drawn)	i	i	i	i	i	3	i	1	i	i	i
COc1ccc(CC(=O)N(C)Cc2cccc(F)c2)cc1S(=O)(=O)N1CCOCC1	i	i	i	i	i	-1	i	-2	i	i	i
CC(c1ccncc1)C(C)c1ccncc1 (stereo not drawn)	i	i	i	i	i	-3	i	-4	i	i	i
CCCCC#Cc1cncc(C(=O)N/N=C/c2ccccc2)c1	i	i	i	i	i	2	i	.	i	i	i
COc1cc(-c2nnc(CSc3nnc(Nc4ccc(Oc5ccccc5)cc4)s3)o2)cc(OC)c1OC	i	i	i	i	i	13	i	12	i	i	i
CN(C)C(=O)CSc1nc2ccc(N3C(=O)c4ccccc4C3=O)cc2s1	i	i	i	i	i	9	i	4	i	i	i
S=C(Nc1ccc(Oc2ccccc2)cc1)NC1CCCC1	i	i	i	i	i	4	i	-6	i	i	i
CC(C)NS(=O)(=O)c1ccc(OCC(N)=O)c(Cl)c1	i	i	i	i	i	2	i	-2	i	i	i
Going on with the list.
SMILES	MrgX1 antagonist	RGS4 pot	MrgX1 allo act	MrgX1 agonist	RGS4 inh	SKKanGAS inh	TMEM16A act	HDAC3 inhib	TRPC6 act	ANO1 block	TRPC6 inhibitor
Cc1cc(C)n(CCCNC(=O)CCNS(=O)(=O)c2ccccc2C(F)(F)F)n1	i	i	i	i	i	-5	i	1	i	i	i
CCOC(=O)c1sc2nc(C)nc(NCc3ccccc3OC)c2c1C	i	i	i	i	i	14	i	8	i	i	i
CC(C)OCC(O)CN1CCN(CCN2C(=O)c3cccc4cccc(c34)C2=O)CC1 (stereo not drawn)	i	i	i	i	i	9	i	0	i	i	i
CCN(CC)CCCn1c2c(c(SCC(=O)Nc3cccc4ccccc34)nc1=O)CCC2	i	i	i	i	i	-4	i	2	i	i	i
CCc1ccc2nc(NC(=O)Cn3cnc4ccccc4c3=O)sc2c1	i	i	i	i	i	-8	i	1	i	i	i
COc1ccc(NC2c3ccccc3C(=O)N2Cc2ccc3c(c2)OCO3)cc1 (stereo not drawn)	i	i	i	i	i	0	i	1	i	i	i
COc1ccc(NCCC(O)c2ccc(Cl)cc2)cc1 (stereo not drawn)	i	i	i	i	i	-4	i	3	i	i	i
CCN(C(=O)CN1CCN(c2ccc(OC)cc2)CC1)c1c(N)n(Cc2ccccc2)c(=O)[nH]c1=O	i	i	i	i	i	2	i	-1	i	i	i
COc1ccccc1OCCCn1c(=O)oc2ccccc21	i	i	i	i	i	-1	i	4	i	i	i
Cc1ccc(-n2nc(C)c(=O)c(-c3ccccc3)c2NC(=O)C(C)C)cc1	i	i	i	i	i	0	i	1	i	i	i
Cc1c(C(=O)c2no[n+]([O-])c2C(=O)c2cnn(C)c2C)cnn1C	i	i	i	i	i	15	i	-5	i	i	i
COc1ccc(COC(=O)N/N=C/c2cccs2)cc1	i	i	i	i	i	-3	i	0	i	i	i
O=C(Cn1cnc2ccccc2c1=O)NCc1cccs1	i	i	i	i	i	-1	i	8	i	i	i
O=C(NS(=O)(=O)c1ccccc1Cl)c1ccc[nH]1	i	i	i	i	i	0	.	2	i	i	i
O=C(CSc1nnc2ccccn12)NCCc1ccc(F)cc1	i	i	i	i	i	.	i	3	i	i	i
CS(=O)(=O)Nc1ccc(C(=O)N2CCN(c3ccccc3F)CC2)cc1	i	i	i	i	i	-3	i	5	i	i	i
Cc1ccc(-n2c(SCC(=O)Nc3cccc(C)c3)nc3c(oc4ccccc43)c2=O)cc1	i	i	i	i	i	4	.	-4	i	i	i
O=C(O)c1cc(NC(=S)NC(=O)C(c2ccccc2)c2ccccc2)ccc1Cl	i	i	i	i	i	21	i	3	i	i	i
CCN(CC)S(=O)(=O)c1cccc(-c2nnc(C(=O)c3ccc(C(F)(F)F)cc3)o2)c1	i	i	i	i	i	2	i	5	i	i	i

From PubChem BioAssay
